ADAM17 inh: ADAM17 inhibition, QFRET primary screen | P78536 | recombinant ADAM17, EDANS/DABCYL FRET peptide cleavage | inhibition, % at 6.95 µM | 370,000 tested, 0.83% active;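 active means inhibition above the mean of compounds lying between control limits plus 3 SD, set per campaign, cut at about 8.5% in these data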;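 further: 0% = DMSO-only wells as the low control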
TDP2 absorb: TDP2 (human) inhibition, absorbance primary screen; O95551; AID 720702; 370,000 tested, 0.34% active; recombinant TDP2, T5PNP hydrolysis, p-nitrophenol absorbance 415 nm; inhibition, % at 12.8 µM;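 active means inhibition above the mean of all tested compounds plus 3 SD, set per campaign, cut at about 25% in these data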;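 further: 0% = DMSO with enzyme and 100% = buffer with substrate but no TDP2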
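Test system: human TDP2 enzyme; Input: 120 nM TDP2 per well; Buffer or medium: Mg2+-containing Tris-HCl buffer, pH 7.5; Reagent: 5 mM T5PNP; Dosing: 12.8 µM single point, 1% DMSO; Incubation: reaction 2 h, 37 °C; Detection: p-Nitrophenol epi absorbance; Read-out: % inhibition relative to enzyme-containing and enzyme-free wells; Replicates: single well per compound.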
ARFGAP1 inhibitor: rat ARFGAP1 inhibition. inhibition, % at 16.5 µM. 360,000 tested, 0.26% active. AID 651572. Arfgap1-stimulated ARF1 GTP hydrolysis, GDP FP detection. Q62848;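 active means inhibition above a per-plate limit, mean inhibition of low control wells plus 3 SD, cut at about 25% in these data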;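 further: 0% = DMSO wells with enzyme and 100% = wells lacking Arfgap1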
Target sequence (Q62848 1-136 limits assumed): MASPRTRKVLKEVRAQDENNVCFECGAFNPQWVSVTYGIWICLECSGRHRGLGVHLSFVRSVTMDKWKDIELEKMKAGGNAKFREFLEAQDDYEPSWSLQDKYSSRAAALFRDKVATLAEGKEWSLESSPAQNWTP
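Repeats: one replicate per compound; assay system: rat Arfgap1 catalytic domain, aa 1-136; times: enzyme reaction 120 min at 25 °C after 20 min preincubation; detection: FP of antibody-bound GDP Alexa 633 tracer, ex 620/em 688 nm; benchmarks: high control wells lacking Arfgap1, low control full reaction with DMSO; reagent: human ARF1(Δ1-17)-GTP substrate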
ASAP1 GAP inh: ASAP1 ArfGAP inhibition; Q9ULH1; ASAP1-stimulated ARF1 GTP hydrolysis, GDP FP detection; inhibition, % at 16.5 µM; 360,000 tested, 0.19% active; AID 624377; in the data active means inhibition above about 25%;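 further: 0% = vehicle with enzyme and substrate and 100% = no enzyme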
LEDGF integ inh: blocks HIV-1 LEDGF/p75-dependent DNA integration. AID 743269. 370,000 tested, 0.64% active. inhibition, % at 3.7 µM. TR-FRET IN-LEDGF/p75 DNA integration, Eu/Cy5;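 active means inhibition above the screen-wide mean plus 3 SD, cut at about 13% in these data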;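 further: signal is the Cy5 over europium emission ratio at 671 and 618 nm; 0% = plate median of compound wells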
KLK7 zymogen act: proKLK7 (human) activation, primary screen; P49862; purified proKLK7, EDANS-DABCYL substrate fluorescence; 100% is mature enzyme control, 0% vehicle; activation, % at 7 µM; 370,000 tested, 0.9% active;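 active means activation above the mean of all tested compounds plus 3 SD, computed per campaign excluding outliers beyond control limits, cut at about 13% in these data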
Target sequence (P49862 whole entry, looked up): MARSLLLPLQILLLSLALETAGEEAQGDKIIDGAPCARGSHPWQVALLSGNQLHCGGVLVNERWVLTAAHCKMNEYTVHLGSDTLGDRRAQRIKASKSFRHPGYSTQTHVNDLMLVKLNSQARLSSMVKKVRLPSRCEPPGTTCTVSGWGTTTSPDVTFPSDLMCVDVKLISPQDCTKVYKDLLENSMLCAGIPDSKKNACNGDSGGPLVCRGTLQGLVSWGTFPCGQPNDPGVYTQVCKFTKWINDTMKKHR
ADAM10 inh: inhibits human ADAM10; 370,000 tested, 0.62% active; O14672; recombinant ADAM10, EDANS/DABCYL FRET peptide cleavage, 3 h; inhibition, % at 7 µM;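 active means inhibition above a per-campaign cutoff equal to the mean of compounds falling between control-based bounds plus 3 SD, cut at about 20% in these data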;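 further: 0% = DMSO wells while the 100% control is not disclosed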
Target sequence (O14672 214-748 limits assumed): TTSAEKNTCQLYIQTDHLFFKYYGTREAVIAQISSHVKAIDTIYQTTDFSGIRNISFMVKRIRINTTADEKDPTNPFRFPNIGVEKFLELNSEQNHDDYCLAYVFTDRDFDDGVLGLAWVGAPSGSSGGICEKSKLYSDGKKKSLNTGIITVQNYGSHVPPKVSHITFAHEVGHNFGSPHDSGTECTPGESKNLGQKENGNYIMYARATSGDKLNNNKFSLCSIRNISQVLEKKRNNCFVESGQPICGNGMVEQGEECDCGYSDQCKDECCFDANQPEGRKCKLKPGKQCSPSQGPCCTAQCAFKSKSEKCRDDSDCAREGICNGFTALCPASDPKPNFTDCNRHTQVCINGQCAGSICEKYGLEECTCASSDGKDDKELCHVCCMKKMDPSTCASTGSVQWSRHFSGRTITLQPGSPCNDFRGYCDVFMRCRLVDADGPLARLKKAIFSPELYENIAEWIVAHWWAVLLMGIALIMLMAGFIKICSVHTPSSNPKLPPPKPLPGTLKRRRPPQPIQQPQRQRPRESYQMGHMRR
PLCg1 inh: inhibitors of human phospholipase C gamma1 | P19174 | purified PLC-gamma1, fluorogenic substrate, fluorescence | inhibition, % at 12.2 µM | 370,000 tested, 0.84% active | AID 720700; in the data active means inhibition above about 9.5%
DDE Tn6 FP inh: disrupts Tn6 cyclic peptide binding to fibrin D-Dimer-E complex; AID 720509; inhibition, % at 8.3 µM; P02675; Fibrin DD(E) TRITC-Tn6 fluorescence polarization displacement; 370,000 tested, 0.21% active;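 active means inhibition above a per-campaign cutoff: mean of compounds within control limits plus 3 SD, cut at about 15% in these data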;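 further: 0% = median of all compound wells on the plate and 100% = blocking peptide control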
DDE Tn7 FP inh: inhibitors of Tn7 peptide binding to human fibrin DD(E); 370,000 tested, 0.13% active; AID 720508; P02675; inhibition, % at 8.3 µM; FP displacement of FITC-Tn7 peptide from fibrin DD(E); 0% = median of compound wells per plate;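 active means inhibition above the mean of compounds falling within the control limits plus 3 SD of them, cut at about 14% in these data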;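 further: 0% = plate median of compound wells and 100% = 10 µM Aha-Tn7 peptide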
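Assay system: Human clot-derived fibrin DD(E) complex | Buffer or medium: Tris/NaCl/CaCl2 buffer, pH 7.8 | Repeats: One replicate per compound | Benchmarks: Aha-Tn7 high control | Measure: % inhibition scaled between sample-field median and high-control FP | Schedule: 10 min plus 3 h, room temperature | Signal: Fluorescence polarization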
* hit, by the source's call. The order is random; 4.2% or so of the library scored in one or more.

SMILES | ADAM17 inh | TDP2 absorb | ARFGAP1 inhibitor | ASAP1 GAP inh | LEDGF integ inh | KLK7 zymogen act | ADAM10 inh | PLCg1 inh | DDE Tn6 FP inh | DDE Tn7 FP inh
COc1ccc(C(=O)NC(=O)COC(=O)C2COc3ccccc3O2)cc1 (stereo not drawn) | 1 | 2 | 1 | -3 | 0 | 0.7 | 5 | 2 | 2 | -2
CNc1cc(-c2cccc(N(C)C)c2)ncn1 | -12 | 1 | 0 | 6 | -5 | 0.3 | -43 | -148 | -13 | 8
Cc1c(Cl)cccc1NC(=O)c1ncn[nH]1 | -2 | -10 | 3 | -3 | -8 | -0.1 | -12 | 2 | 3 | -4
Cc1ccc(OCc2nc(C#N)c(N3CCCC3)o2)cc1 | 0 | -2 | 0 | -5 | 0 | 0.2 | 0 | 1 | 3 | 1
O=C(COC(=O)COc1ccc(Cl)cc1Cl)NC1CCCC1 | -3 | 0 | 5 | 2 | -1 | -0.1 | -7 | 2 | 1 | 0
COC(=O)C1=C(NC(=O)c2ccccc2[N+](=O)[O-])CCS1 | -5 | -10 | 16 | 12 | -9 | 0.0 | -7 | -1 | -8 | 3
COc1ccc(C2N(C(=O)CN3CCCC3)CCCN2S(=O)(=O)c2ccccc2)cc1 (stereo not drawn) | 0 | 10 | -3 | 12 | 2 | 0.2 | -20 | -3 | 0 | 3
CC(C)(C)OC(=O)C[C@@H]1C/C=C\C[C@@H](CC(=O)N(CCO)Cc2ccccc2)C(=O)N[C@@H](c2ccccc2)COC1=O | -4 | -1 | 3 | -7 | -2 | 0.2 | 0 | -1 | 1 | -3
CCOC(=O)C1CCCN(c2cc(=O)n(-c3ccccc3Cl)c(=O)[nH]2)C1 (stereo not drawn) | 2 | 3 | -13 | -15 | -1 | -0.1 | -6 | 0 | 8 | 0
CCCC(C)c1nnc(NC(=O)C(=O)OCC)s1 (stereo not drawn) | -2 | 14 | -25 | 5 | 2 | 0.1 | -5 | 0 | -7 | 1
COc1cccc(NC(=O)C2(C)CCN2CCc2ccccc2)c1 (stereo not drawn) | 2 | -6 | -7 | 6 | -2 | -0.1 | 7 | 3 | 1 | 2
Cc1ccc(S(C)(=O)=NC(=O)c2cc(C)on2)cc1 (stereo not drawn) | 1 | -16 | -8 | 0 | 3 | -0.9 | -1 | 5 | 7 | 1
CC(=O)Nc1nnc(-c2c(-c3c(Cl)cccc3Cl)noc2C)o1 | -3 | 12 | 1 | -5 | 1 | 0.2 | -2 | -3 | -7 | -7
CCCc1nnc(NC(=O)CCC(=O)N2CCN(C3c4ccccc4-c4ccccc43)CC2)s1 | 0 | -5 | -1 | -10 | -1 | -0.4 | -1 | 4 | -2 | -7
O=C(NCc1ccccc1C(F)(F)F)C1CC(c2ccccc2C(F)(F)F)=NO1 (stereo not drawn) | 1 | 6 | 7 | 5 | 2 | -0.1 | 2 | -1 | 1 | -1
O=C(CSc1ccc(Cl)cc1Cl)N1CCC(c2nc3ccccc3s2)CC1 | 12* | 1 | 3 | -17 | 0 | 0.2 | 21* | 11* | -7 | 3
O=C(Nc1cccc2ncccc12)c1cccnc1 | -2 | 3 | -1 | -15 | 0 | -0.6 | -2 | 3 | 1 | 0
O=c1c2ccc([N+](=O)[O-])cc2ncn1CCOc1cccc(Br)c1 | -1 | 2 | -2 | -5 | -3 | -0.1 | -3 | -5 | 3 | 7
Cc1ccc(S(=O)(=O)N[C@H](C(=O)N2CCC3(O)CCCCC3C2)c2ccccc2)cc1 (stereo partly drawn) | -5 | 7 | -2 | 0 | -1 | -0.5 | -2 | 1 | 3 | 0
O=C(CCNC(=O)c1ccco1)NNC(=O)c1ccc(Br)cc1 | -4 | 14 | 5 | -31 | -1 | -0.4 | -1 | 3 | 0 | -1
COCCCN1C(=O)C(=O)/C(=C(/O)c2ccc(S(=O)(=O)N3CCOCC3)cc2)C1c1ccc(Cl)cc1 (stereo not drawn) | -1 | -12 | -8 | 5 | -2 | -0.3 | 0 | 0 | 5 | 4
COc1cccc(-c2noc(CCCC(=O)Nc3ccc(C(N)=O)cc3)n2)c1 | -3 | 16 | -4 | 12 | 4 | -0.5 | 0 | 2 | -5 | 1
CCOC(=O)N1CCN(C(=O)CSc2ccc(-c3cccc(OC)c3)nn2)CC1 | -1 | -3 | 4 | 1 | 3 | 0.1 | 1 | -1 | 2 | -6
COc1cccc(CN(C)CC(=O)NCc2ccc(C)cc2)c1 | -6 | 5 | -1 | 7 | -3 | 0.6 | -6 | 2 | -2 | 2
O=C(O)C1C2CC3C(OC(=O)C31)C2Cl (stereo not drawn) | -2 | -6 | -10 | -1 | -1 | 0.2 | 5 | 4 | 4 | 7

Overlap with the part before: 3 compounds; new compounds follow.
SMILES | ADAM17 inh | TDP2 absorb | ARFGAP1 inhibitor | ASAP1 GAP inh | LEDGF integ inh | KLK7 zymogen act | ADAM10 inh | PLCg1 inh | DDE Tn6 FP inh | DDE Tn7 FP inh
CCOC(=O)N1CCN(C(=O)CSc2ccc(-c3cccc(OC)c3)nn2)CC1 | -1 | -3 | 4 | 1 | 3 | 0.1 | 1 | -1 | 2 | -6
COc1cccc(CN(C)CC(=O)NCc2ccc(C)cc2)c1 | -6 | 5 | -1 | 7 | -3 | 0.6 | -6 | 2 | -2 | 2
O=C(O)C1C2CC3C(OC(=O)C31)C2Cl (stereo not drawn) | -2 | -6 | -10 | -1 | -1 | 0.2 | 5 | 4 | 4 | 7
Cc1ccc(-c2nn[nH]n2)cc1Cl | 0 | 2 | 4 | 7 | -1 | -0.3 | 0 | 0 | 12 | 1
O=C(NCc1ccccc1Cl)c1ccc(Br)o1 | -1 | 15 | 10 | 1 | 0 | 0.4 | 4 | -1 | -9 | -4
CCCn1c(SCC(=O)Nc2nnc(-c3ccccc3)s2)nnc1-c1ccccn1 | -3 | 0 | 1 | 9 | 2 | 0.6 | -6 | -2 | 1 | -8
CCN1C(=NCCc2ccccn2)N[C@@H](c2cccc(F)c2)C(C(=O)OC)=C1C | -7 | 1 | 7 | 0 | -1 | 0.4 | -2 | 0 | -5 | -7
CC(=O)c1ccccc1NC(=O)CC1(CC(=O)O)CCCCC1 | -3 | 1 | 1 | 7 | 4 | 0.3 | -4 | -1 | -3 | -1
Cc1ccc(S(=O)(=O)NCCCN2CCOCC2)cc1C | -3 | 9 | 14 | 6 | 1 | -0.3 | 8 | -1 | 2 | -2
O=C(NCc1ccccc1)c1cc(C2CCCCN2C(=O)OCCF)on1 (stereo not drawn) | -1 | 6 | 25* | -13 | 1 | 0.2 | 7 | -3 | 3 | -1
CCC1(c2ccccc2)NC(=O)N(CC(=O)NNC(=O)c2ccc(F)cc2)C1=O (stereo not drawn) | 0 | -1 | 6 | -6 | 0 | 0.8 | 4 | 2 | -1 | -12
O=C1c2ccccc2S(=O)(=O)N1Cc1cc(=O)n2ccsc2n1 | -2 | -8 | 7 | -4 | -1 | 0.2 | 3 | 3 | 3 | -2
Cc1ccccc1C(=O)Nc1nnc(-c2ccc(F)cc2)o1 | -3 | 8 | -11 | 8 | 1 | 0.0 | -5 | 2 | -4 | -2
O=C(c1cc(COc2ccc3ncccc3c2)on1)N1CCC(O)CC1 | -1 | 6 | -14 | -1 | 2 | -0.1 | -5 | -3 | 9 | -1
CC1CCCN(CCCNC(=O)CCn2nc(-c3ccccc3)ccc2=O)C1 (stereo not drawn) | 1 | 0 | -6 | 6 | 2 | -0.1 | -5 | 1 | 4 | 5
CCc1cccc(OCCn2ccnc2)c1 | -1 | 17 | 3 | -1 | 1 | 0.0 | -6 | 2 | 6 | 1
O=C1Nc2ccccc2SC1c1ccccc1Cl (stereo not drawn) | -3 | -2 | 6 | -1 | -2 | 0.3 | -13 | 1 | -4 | 5
CCN(CC)S(=O)(=O)c1ccc(N2CCN(c3cccc(OC)c3)CC2)c([N+](=O)[O-])c1 | 0 | 3 | 1 | -4 | 3 | 0.1 | -8 | 0 | 10 | -2
O=C(C[C@H]1C/C=C\C[C@@H](Cc2ccc(F)cc2)C(=O)OC[C@@H]2CCCN2C1=O)NCCO | 2 | -7 | -8 | -2 | -2 | 1.2 | -2 | 2 | 2 | 0
Cc1cc(N2C(=O)NC(=O)CC2C)c(C)cc1C(C)C (stereo not drawn) | -2 | -4 | 1 | -7 | 3 | -0.3 | -7 | 0 | 0 | -7
CN1CCN(CCNC(=O)c2cc3c(=O)n(C)c4ccccc4c3n2C)CC1 | -6 | 11 | 5 | 4 | 4 | 0.0 | -33 | 0 | 1 | -2
Cc1cccc(NCCNc2cccc(C)c2)c1 | -5 | 7 | -3 | -5 | -2 | -0.3 | -2 | -1 | -6 | 3
Cc1nc(NCCc2ccc(F)cc2)c2nnn(Cc3ccccc3)c2n1 | 0 | -7 | -1 | 11 | 7 | -0.5 | 3 | 3 | 5 | -7
COc1ccc(C(C)(C)C)cc1NS(=O)(=O)c1cccc2cccnc12 | 1 | -8 | 10 | -3 | -5 | -0.1 | 12 | 3 | -4 | -6
COCCCn1c(C)nnc1SCC(=O)NCc1ccco1 | -2 | -2 | 14 | 4 | -1 | 0.2 | -1 | -2 | 2 | -3
COc1ccccc1N(CC(=O)NCC1CCCO1)C(=O)CNS(=O)(=O)c1ccc(Cl)cc1 (stereo not drawn) | -1 | -11 | 4 | -4 | -4 | 0.0 | 6 | 1 | 5 | 0
CS(=O)(=O)N(CC(=O)Nc1ccccc1C(=O)N1CCOCC1)c1ccc2c(c1)OCO2 | -6 | 0 | 4 | 1 | -1 | -0.1 | 8 | -2 | 3 | 0
CCC(=O)Nc1nc2nc(-c3ccccc3)cc(=O)n2[nH]1 | -8 | 16 | -7 | -7 | -1 | -0.2 | -4 | -3 | -11 | -4
CC1(C)CC[C@]2(C(=O)O[C@@H]3O[C@H](CO)[C@@H](O)[C@H](O)[C@H]3O)CC[C@]3(C)C(=CCC4[C@@]5(C)CC[C@H](O[C@@H]6O[C@H](C(=O)O)[C@@H](O[C@H]7OC[C@@H](O)[C@@H](O)[C@@H]7O)[C@H](O)[C@H]6O)C(C)(C)C5CC[C@]43C)[C@@H]2C1 (stereo partly drawn) | -1 | 7 | -1 | 8 | 2 | 0.8 | 3 | -4 | 14 | 2
CCN(C(=O)COC(=O)CCCOc1ccc(Cl)cc1C)c1c(N)n(Cc2ccccc2)c(=O)[nH]c1=O | -1 | -11 | 5 | -7 | 2 | -0.1 | -5 | -2 | 8 | 6
CCCCN(C)CCNC(=O)CN1C(=O)CSc2ccc(S(=O)(=O)N3CCCC3)cc21 | -2 | 4 | -8 | 2 | 3 | 0.2 | 1 | 0 | -4 | -1
